E coli Lon inh – inhibitors of E. coli Lon protease, primary screen, biochemical, fluorescence polarization; purified E. coli Lon protease; inhibition, % at 7.94 µM; hit rate 0.42% among 360,000; AID 602123, 2011; in the data active = inhibition above about 13%, passing the limit was not always enough;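 also: 0% = enzyme with probe and DMSO and 100% = no enzyme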
MsrA act – bovine MsrA enzyme activators, primary screen, biochemical, absorbance, HTS | Methionine sulfoxide reductase A (Bos taurus) | purified bovine MsrA, absorbance read-out | activation, % at 10.6 µM | hit rate 0.3% among 360,000; in the data active = activation above about 7.5%;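 also: 0% = vehicle and 100% = reference activator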
Neddyl block – inhibitors of cullin neddylation, primary screen, biochemical, TR-FRET, uHTS, NAE and Ubc12. AID 651699, 2012. hit rate 0.58% among 360,000. NEDD8-conjugating enzyme Ubc12 (Homo sapiens) + NEDD8-activating enzyme E1 regulatory …. calls only at 25 µM; in the data active = inhibition above about 36%
NRP1-CendR mod – modulators of CendR peptide binding to NRP-1, primary screen, biochemical, fluorescence polarization, uHTS | FAM-RPARPAR peptide binding to NRP-1 | inhibition, % at 25 µM | hit rate 0.85% among 360,000;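 active = inhibition or corrected inhibition above about 18%, plus a signal ratio from 0.5 to 1.5, limit read from the data, passing the limit was not always enough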; also: strong numbers were not always called active
Target sequence (O14786 whole entry, looked up): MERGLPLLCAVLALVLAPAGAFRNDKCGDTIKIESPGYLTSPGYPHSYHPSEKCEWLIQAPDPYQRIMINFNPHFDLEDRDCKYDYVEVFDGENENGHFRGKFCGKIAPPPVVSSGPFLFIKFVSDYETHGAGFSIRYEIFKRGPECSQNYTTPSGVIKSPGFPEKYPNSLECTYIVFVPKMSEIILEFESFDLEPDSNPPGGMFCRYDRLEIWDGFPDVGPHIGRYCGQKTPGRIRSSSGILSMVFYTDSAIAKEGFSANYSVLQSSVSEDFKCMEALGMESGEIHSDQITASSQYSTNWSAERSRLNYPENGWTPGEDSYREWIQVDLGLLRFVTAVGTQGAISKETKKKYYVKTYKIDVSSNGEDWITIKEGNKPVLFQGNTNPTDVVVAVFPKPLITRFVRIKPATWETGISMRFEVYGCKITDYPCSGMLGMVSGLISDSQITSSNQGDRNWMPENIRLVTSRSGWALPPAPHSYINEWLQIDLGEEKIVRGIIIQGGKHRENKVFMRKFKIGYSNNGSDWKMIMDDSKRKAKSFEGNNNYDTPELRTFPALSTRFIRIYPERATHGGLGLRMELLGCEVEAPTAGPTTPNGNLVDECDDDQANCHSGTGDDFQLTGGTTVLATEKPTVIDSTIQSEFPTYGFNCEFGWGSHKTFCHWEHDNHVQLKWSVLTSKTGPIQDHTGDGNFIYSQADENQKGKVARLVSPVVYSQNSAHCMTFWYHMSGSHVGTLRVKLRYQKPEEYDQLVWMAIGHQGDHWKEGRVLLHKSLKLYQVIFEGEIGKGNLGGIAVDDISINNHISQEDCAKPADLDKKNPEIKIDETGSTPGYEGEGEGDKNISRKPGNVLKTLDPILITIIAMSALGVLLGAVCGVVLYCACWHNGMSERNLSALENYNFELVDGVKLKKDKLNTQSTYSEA
MT1-MMP act inh – blockers of MT1-MMP proenzyme processing, primary screen, HT1080 RFP-PRO-GFP cells, GFP/RFP fluorescence. GFP/RFP ratio fluorescence, overnight; percent of plate control window, DMSO zero. GFP/RFP ratio change, % at 20 µM. hit rate 0.061% among 360,000. AID 651647, 2012;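 active = GFP/RFP ratio change of at least 30% with cell ATP level not reduced by more than half and red fluorescence within 50% of control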; also: strong numbers were not always called active
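Assay system – RFP-PRO-GFP reporter HT1080 cells · Compound dosing – single dose of 20 µM compound, 1% DMSO final · Incubation – overnight compound exposure at 37 °C · Measure – GFP/RFP fluorescence ratio · Benchmarks – DMSO wells and RFP-L50D-GFP cells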
SKN-1 inh – suppressors of acrylamide-induced Pgst-4::GFP reporter in worms, primary screen, SKN-1 inhibitor project, whole organism, uHTS, GFP/RFP fluorescence ratio, strain VP596; inhibition, % at 21.8 µM; AID 624304, 2012; C. elegans VP596 Pgst-4::GFP/RFP ratio, 24 h; hit rate 0.49% among 360,000;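 active = interference check ratio from 0.5 to 1.5 plus GFP to RFP signal ratio inhibition reaching or exceeding a fixed threshold, cut at about 30% in these data, passing the limit was not always enough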; also: some compounds called inactive have numbers as strong as hits
MsrA inhibitor – bovine MsrA enzyme inhibitors, primary screen, biochemical, absorbance, HTS; Methionine sulfoxide reductase A (Bos taurus); purified bovine MsrA, absorbance read-out; inhibition, % at 15.5 µM; hit rate 0.75% among 360,000; in the data active = inhibition above about 4.5%;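 also: 0% = vehicle wells with enzyme and 100% = reference inhibitor wells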
FAS-TE inh – FAS thioesterase domain inhibitors, primary screen, biochemical, fluorescence intensity, uHTS; Fatty acid synthase (Homo sapiens), P49327; recombinant FAS-TE, OMFH fluorogenic substrate, fluorescence endpoint; inhibition, % at 15 µM; hit rate 0.67% among 360,000; AID 602261, 2012;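 active = compounds whose normalised, plate-corrected inhibition of enzyme fluorescence in the single-dose primary screen is 50% or more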;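 also: 0% = DMSO with enzyme and 100% = substrate without enzyme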
Rin1-Abl PPI inh – inhibitors of Rin1-Abl protein binding, primary screen, biochemical, TR-FRET. Tyrosine-protein kinase ABL1 (Homo sapiens) + Ras and Rab interactor 1 (Homo sapiens), …. inhibition, % at 7.35 µM. hit rate 0.4% among 360,000. AID 588664, 2011; in the data active = inhibition above about 5%, passing the limit was not always enough
Numbers without * were called inactive; i = inactive; . = no result given.

SMILES	E coli Lon inh	MsrA act	Neddyl block	NRP1-CendR mod	MT1-MMP act inh	SKN-1 inh	MsrA inhibitor	FAS-TE inh	Rin1-Abl PPI inh
NC(=O)c1ccsc1NC(=O)CSc1ncnc2sccc12	-19	-2	i	-22	-1	-4	-0.3	-2	3
COc1ccc(CCNC(=O)CN2CCN(Cc3ccccc3F)C2=O)cc1OC	3	-2	i	-3	1	5	-0.8	-8	1
Cc1cc(=O)n2[nH]c(SCc3ccccc3)nc2n1	12	0	i	8	8	-12	-0.6	-4	5
COc1ccc(C[C@@H]2OC3(C=CC(=O)C=C3)O[C@H]2Cc2ccc(OC)cc2)cc1	5	-1	i	0	-13	-1	.	2	6
C/C(=N\Nc1ccc(S(N)(=O)=O)cc1[N+](=O)[O-])c1ccc2c(c1)OCO2	-17	-3	i	5	6	-4	21*	7	-5
O=C(Cn1cc(C(F)(F)F)ccc1=O)N/N=C/c1cccc(Cl)c1	-4	-3	i	-16	1	4	0.9	14	-3
COc1ccc(S(=O)(=O)Nc2ccccc2)cc1OC	3	-1	i	0	3	-11	-0.9	-3	2
Cc1cccc(NC(=O)COC(=O)CCCC2=NS(=O)(=O)c3ccccc3N2)c1	4	-2	i	10	3	33	0.1	-6	-2
CC[C@@]1(C(=O)OC)N[C@H](CN(C)C(=O)Nc2ccc(Cl)cc2)[C@@H]2C(=O)N(Cc3ccccc3)C(=O)[C@@H]21	-9	-7	i	-9	-3	-1	0.7	0	-2
COc1ccc(OCCn2c(=O)sc3ccccc32)cc1	7	-6	i	15	1	2	0.6	10	0
COc1ccccc1/C=C(/C(=O)OCC(N)=O)c1ccccc1	3	-6	i	7	1	-4	3.1	-5	3
Cc1cc(NC(=O)CN2C(=O)NC(CC(C)C)C2=O)no1 (configuration not stated)	0	-7	i	-10	0	-1	0.3	-10	-1
Cc1cc(=O)n2nc(N3CCCC(C(=O)NCc4ccc(Cl)cc4)C3)sc2n1 (configuration not stated)	3	0	i	2	1	15	0.8	-6	1
CCOC(=O)N1CCN(C(=O)c2ccccc2N(C)S(C)(=O)=O)CC1	3	-5	i	7	6	-22	-0.4	-7	4
O=C(NCc1cccnc1)c1nc(-c2cccs2)no1	2	-1	i	-1	0	7	-0.1	-10	-3
CC(C)NC(=O)c1onc(CSc2ccncc2)c1C(=O)NC(C)C	-8	0	i	6	2	8	-0.3	-15	1
COc1ccc2c(C)cc(SCC(=O)N(C)C3CCS(=O)(=O)C3)nc2c1 (configuration not stated)	-15	-1	i	-44	-12	12	1.5	-8	-9
CCS(=O)(=O)N1Cc2ccccc2CC1C(=O)Nc1nnc(C2CC2)s1 (configuration not stated)	3	-8	i	5	-1	-12	0.1	-3	1
O=C(NC1CC1)C1CCCN(C(=O)NC2CCCCC2)C1 (configuration not stated)	-6	-3	i	-15	0	3	0.4	-2	4
COc1ccc2nc3ccccc3nc2c1NC(=O)c1ccc(Cl)cc1	-27	-1	i	-11	-49	-12	0.6	-24	-3
O=S(=O)(CCSc1ccc(C(F)(F)F)cn1)c1ccc(Cl)cc1	0	-3	i	0	3	0	-1.0	20	-1
O=C(O)CC(O)(CC(=O)O)C(=O)O	-2	-12	i	-13	6	11	-0.8	-8	1
COC(=O)C1NN=C(C(=O)c2ccc(Cl)cc2)C1c1ccc(OC)cc1 (configuration not stated)	6	1	i	3	5	7	0.7	12	-2
COc1cc(N/N=C(\C)c2ccc(N)cc2)nc(-c2ccccc2)n1	-1	-2	i	19	-2	16	1.7	22	-1
NS(=O)(=O)c1cccc(NC(=O)COC(=O)CCCc2c[nH]c3ccccc23)c1	2	-10	i	5	-3	-9	0.0	0	3
Cc1cc(C)cc(NC(=O)CCn2ccnc2)c1	7	-2	i	9	5	8	-1.6	-4	-3
O=C(Nc1cc(F)ccc1F)C1CCN(S(=O)(=O)c2cccc3nonc23)CC1	-2	0	i	-11	0	-4	-1.0	6	-1
CC(C)Oc1ccc(CNC(=S)Nc2ccccc2)cc1Cl	10	-5	i	8	3	3	-0.9	17	-1
Cc1ccccc1N1CCN(C(=S)c2ccc(-c3cccc([N+](=O)[O-])c3)o2)CC1	15	-10	i	-4	-1	1	0.2	22	4
Cc1nc2ccccc2cc1C(=O)N/N=C/c1cccc([N+](=O)[O-])c1	-10	3	i	2	9	6	1.1	2	-3
CCOC(=O)N1CCN(C(=O)c2ccc(NC(=O)CC)cc2)CC1	-3	-1	i	-5	-2	-2	0.1	-7	4
CCN(CC)S(=O)(=O)c1cccc(C(=O)N/N=C/c2ccc([N+](=O)[O-])o2)c1	-3	-3	i	-11	-6	15	2.2	2	-1
Cc1ccc(/C=N/NC(=O)c2nnn(-c3nonc3N)c2-c2ccccc2)o1	-4	-5	i	0	-1	8	4.0	8	2
Cc1ccccc1NC(=O)C1CCCN(S(=O)(=O)c2ccc(-n3cnnn3)cc2)C1 (configuration not stated)	9	-9	i	6	-1	-2	0.4	-2	1
CC1CN(C(=O)Cn2c(C(F)(F)F)nc3ccccc32)CC(C)O1 (configuration not stated)	-4	-1	i	5	0	-11	-0.6	-2	0
Cc1cccc(NC(=O)Nc2cccc(C#N)c2)n1	-2	0	i	-6	-9	6	0.1	7	-1
CC(Cc1ccccc1)NC(=S)CN1CCCC1=S (configuration not stated)	-6	-4	i	-4	1	-13	-0.1	-3	-4
COc1ccc(C(C(=O)NC2CCCCC2)N(C(=O)c2snc(C(N)=O)c2N)c2ccccc2OC)cc1 (configuration not stated)	-10	-1	.	-2	-1	1	0.6	16	7
COc1cccc(/C=C2\SC(=O)N(CCC(=O)N3CCCCC3CCO)C2=O)c1 (configuration not stated)	-1	-9	i	8	2	-19	3.0	0	0
O=C(CN1C(=O)c2ccccc2C1=O)NC(Cc1ccccc1)C(=O)O (configuration not stated)	3	-2	i	-5	7	1	-0.7	-5	2
c1ccc(CCNc2ncnc3sccc23)nc1	6	-2	i	9	-9	8	-0.1	-3	-5
COc1cccc(C(=O)COC(=O)c2n[nH]c(=O)c3ccccc23)c1	-11	1	i	-8	1	-2	-0.2	-2	1
COc1ccc(NC(=O)COC(=O)Cc2c(F)cccc2Cl)cc1OC	4	1	i	-2	-1	3	0.2	-2	2
Cc1ccc(S(=O)(=O)N2CCN(S(=O)(=O)c3ccccc3)C2c2ccc(N(C)C)cc2)cc1 (configuration not stated)	-5	-6	i	8	5	7	1.0	19	2
CC1=CC(C)(C)n2c(O)c(N=NC(N)=S)c3cccc1c32	-4	-3	i	7	3	8	2.0	9	-1
CCn1c2ccccc2c2cc(N=C3SC(CC(=O)Nc4ccccc4OC)C(=O)N3CCOC)ccc21 (configuration not stated)	-21	-3	i	-12	-3	-4	1.0	34	-3
COC(=O)c1c[n+]([O-])ccc1OC	-3	-5	i	4	6	20	.	-1	1
O=C(NCC(=O)N1CCCCCCC1)c1cccc([N+](=O)[O-])c1	-8	-11	i	8	4	9	-1.4	15	4
CCCCCn1c(C(Cc2ccccc2)NC(=O)COC)nc2ccccc21 (configuration not stated)	-9	0	i	-3	-9	-1	0.4	1	-3
O=C(COc1ccc(Cl)cc1Br)NNC(=O)C(=O)N1CCCCC1	-2	-6	i	-2	1	-10	0.5	-9	-1
The list continues:
SMILES	E coli Lon inh	MsrA act	Neddyl block	NRP1-CendR mod	MT1-MMP act inh	SKN-1 inh	MsrA inhibitor	FAS-TE inh	Rin1-Abl PPI inh
CCn1nnnc1NC(=O)c1cc(Cl)c(OC)c(Cl)c1	2	-3	i	-10	3	-8	-0.6	-2	-6
CC(=O)Nc1c(NCC(C)C)c2ccccc2oc1=O	-6	-3	i	-2	1	9	1.2	-7	2
CSc1nn2c(C(F)(F)F)cc(C(F)(F)F)nc2c1C(N)=O	6	-12	i	0	-1	0	0.8	1	1
CCCc1[nH]nc2c1C(c1ccccc1OCC)C(C#N)=C(N)O2 (configuration not stated)	4	-1	i	8	-1	11	0.3	-2	-1
CCC(NC(=O)c1cccc(Cn2nc(C)c([N+](=O)[O-])c2C)c1)c1ccc(C(C)C)cc1 (configuration not stated)	-3	1	i	-5	-15	18	0.1	45	0
COCCN1C(=NCCCOC(C)C)N[C@@H](c2ccccc2)C(C(=O)OC)=C1C	12	-10	i	8	-3	-12	0.5	-8	-3
Cc1ccc(C(=O)C2CCN(CC(=O)Nc3ccccc3C)CC2)cc1	0	-2	i	9	-2	-1	2.1	5	0
NC(=O)c1ccc(CN2CCC(Cc3ccccc3)CC2)cc1	-2	-4	i	-1	2	-9	1.2	-6	2
C#CCOc1c(Cl)cc(/C=C2/C(=O)ON=C2C)cc1OC	2	-1	i	-3	9	-22	0.8	0	1
Cc1ccc(N2CC(C(=O)NCc3n[nH]c(=O)c4ccccc34)CC2=O)cc1C (configuration not stated)	4	-2	i	-16	0	0	0.6	-7	2
CCS(=O)(=O)N1N=C(c2cccc(NS(C)(=O)=O)c2)CC1c1cccs1 (configuration not stated)	-17	-6	i	-60	-15	-17	0.9	-3	-1
Cc1cc(NC(=O)CSc2nnc(-c3c[nH]c4ccccc34)n2C)no1	4	-2	i	6	3	5	-1.1	-5	-3
Cc1ccc(N=C2NC(=O)CC(C(=O)Nc3ccc4c(c3)OCO4)S2)cc1 (configuration not stated)	-11	-3	i	9	-1	7	0.6	0	-10
Cc1ccccc1NC(=O)CN(c1ccc(F)cc1)S(C)(=O)=O	-6	-11	i	-6	-1	-15	-0.7	-9	0
COc1ccc(C=NC(CO)C(O)c2ccc([N+](=O)[O-])cc2)cc1 (configuration not stated)	-3	3	i	7	6	6	0.1	-3	2
CC1(C)CC(=O)c2sc(NS(=O)(=O)c3ccc(Cl)cc3)nc2C1	-2	-4	i	-13	0	20	3.7	-2	2
COc1ccccc1/C=C/c1onc(C)c1S(=O)(=O)N1CCC(C(=O)NC2CCCCCC2)CC1	2	-3	i	13	0	-10	0.4	20	-1
CCN(CC)CCN1c2ccccc2Sc2ccc3ccccc3c21	3	-4	i	3	-3	-5	-0.3	-6	-3
CCOC(=O)c1ccccc1NC(=O)CSc1nnc(Cc2cccn2C)n1-c1ccc(C)cc1	3	-5	i	6	-5	-4	-0.7	7	1
